Source: PubChem BioAssay (several laboratories)
sEH inhibitor: inhibitors of human soluble epoxide hydrolase; inhibition, % at 2 µM; hit rate 0.34% among 91,000; recombinant human sEH enzymatic activity assay; P34913; in the data active = inhibition above about 80%; note: values of inactives mirror those of a sister screen read the other way; many of its hits are not listed in these tables
PostGolgi ctrl: growth of the yeast control strain, post-Golgi counter-screen; efflux-deficient yeast background strain, growth absorbance A615, 16 h; inhibition, % at 10 µM; hit rate 5% among 98,000
sEH activator: increases human soluble epoxide hydrolase activity; P34913; purified human sEH enzymatic activity, activator screen; activation, % at 2 µM; hit rate 0.04% among 91,000; in the data active = activation above about 37%; note: values of inactives mirror those of a sister screen read the other way
S1P2 ag: activates the human S1P2 receptor. AID 729. activation, % at 4.5 µM. hit rate 0.46% among 97,000. S1P2-expressing cell line, agonist reporter read-out; in the data active = activation above about 16%;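 note: 0% = vehicle low control and 100% = maximal reference agonist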
Target sequence (O95136 whole entry, looked up): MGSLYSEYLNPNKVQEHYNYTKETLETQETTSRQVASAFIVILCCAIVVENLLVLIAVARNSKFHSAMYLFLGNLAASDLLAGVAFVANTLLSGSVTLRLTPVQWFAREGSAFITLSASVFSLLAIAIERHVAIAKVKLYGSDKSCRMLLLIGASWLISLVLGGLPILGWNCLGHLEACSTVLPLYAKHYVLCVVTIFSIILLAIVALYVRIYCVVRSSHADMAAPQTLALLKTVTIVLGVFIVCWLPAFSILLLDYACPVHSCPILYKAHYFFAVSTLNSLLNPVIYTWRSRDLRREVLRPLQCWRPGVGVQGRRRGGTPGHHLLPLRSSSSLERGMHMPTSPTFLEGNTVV
E coli WT exp: E. coli BW25113 growth inhibition, expanded screen; OD600 absorbance; growth inhibition, % at 100 µM; hit rate 0.15% among 98,000;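 active = growth inhibition above about 50% at one test dose, limit read from the data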;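 note: growth measured after 20 h incubation at 37 °C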
CD11b adhes inh: blocks human CD11b/CD18 adhesion to fibrinogen | P05107+P11215 | K562 CD11b/CD18 adhesion to fibrinogen, ATPlite luminescence; Mn2+ added to activate the integrin | inhibition, % at 10 µM | hit rate 0.54% among 93,000;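 active = primary inhibition of 50% or more at 10 µM, then 40% or more on retest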; note: some results filed as inactive read as strong as hits
Target sequence (P05107 whole entry, looked up, other chains not shown): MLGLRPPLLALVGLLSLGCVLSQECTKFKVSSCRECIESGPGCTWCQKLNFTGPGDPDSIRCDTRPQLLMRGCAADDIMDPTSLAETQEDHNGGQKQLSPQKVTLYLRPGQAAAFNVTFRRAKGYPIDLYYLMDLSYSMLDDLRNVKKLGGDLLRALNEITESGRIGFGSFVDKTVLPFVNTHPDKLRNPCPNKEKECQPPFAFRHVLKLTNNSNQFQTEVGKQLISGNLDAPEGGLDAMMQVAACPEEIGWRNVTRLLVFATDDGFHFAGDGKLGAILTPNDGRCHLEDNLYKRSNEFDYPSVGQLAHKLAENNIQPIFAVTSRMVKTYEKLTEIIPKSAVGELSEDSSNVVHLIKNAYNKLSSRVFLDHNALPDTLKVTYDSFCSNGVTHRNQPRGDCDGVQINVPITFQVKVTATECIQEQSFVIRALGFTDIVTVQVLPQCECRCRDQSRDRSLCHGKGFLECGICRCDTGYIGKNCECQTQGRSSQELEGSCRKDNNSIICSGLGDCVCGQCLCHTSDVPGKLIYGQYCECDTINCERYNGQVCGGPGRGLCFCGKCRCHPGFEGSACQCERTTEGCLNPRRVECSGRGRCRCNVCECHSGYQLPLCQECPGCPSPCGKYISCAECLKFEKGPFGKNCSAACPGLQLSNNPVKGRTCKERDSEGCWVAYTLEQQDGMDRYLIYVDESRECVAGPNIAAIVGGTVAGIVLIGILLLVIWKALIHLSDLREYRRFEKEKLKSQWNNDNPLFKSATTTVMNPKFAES
S1P2 blocker: antagonists of human S1P2 receptor; O95136; cell-based S1P2 antagonist assay, inhibition at 5 uM; inhibition, % at 5 µM; hit rate 0.21% among 97,000; in the data active = inhibition above about 45%;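 note: CRE beta-lactamase reporter cells expressing human S1P2 stimulated with S1P; 0% = agonist at EC80 alone and 100% = agonist plus reference antagonist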
PostGolgi yeast: growth inhibition of a yeast mutant, post-Golgi transport screen. hit rate 0.9% among 98,000. inhibition, % at 10 µM. post-Golgi transport phenotypic cell assay. AID 739;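 note: yeast cells grown in 1536-well plates; yeast grown about 18 h at 30C before absorbance read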
PLAP activator: human PLAP activation; P05187; purified PLAP enzyme, luminescent substrate read-out; active compounds read high; activation fold at 20 µM; hit rate 1.2% among 96,000; in the data active = activation fold above about 2
* marks the source's active call; other numbers are inactive results; nt = not tested or not shown. Cut-off read from the data, not from the text of the source, unless noted: active = inhibition above about 30%; inactive = the rest.

SMILES | sEH activator | S1P2 blocker | sEH inhibitor | PLAP activator | CD11b adhes inh | S1P2 ag | E coli WT exp | PostGolgi ctrl | PostGolgi yeast
Cc1sc(NC(=O)CSc2nnc(C)c(=O)[nH]2)c(C#N)c1C | nt | 22 | nt | 1.4 | -12 | -6 | 10 | 16 | -6
CC(=O)N1CCN(c2ccc([N+](=O)[O-])c(NCC3CCCO3)c2)CC1 (stereo not drawn) | 1 | -6 | -2 | 0.7 | nt | -3 | -1 | -3 | -8
CCCOC(=O)NC1CCS(=O)(=O)C1 (stereo not drawn) | 6 | 4 | -4 | 1.1 | nt | -4 | -2 | 6 | 7
O=C(CSc1nc2c(c(=O)n1-c1ccc(Br)cc1)SCC2)NCC1CCCO1 (stereo not drawn) | 5 | 17 | -6 | nt | nt | -8 | -24 | 0 | -3
O=C1c2ccccc2C(Nc2ccc(Cl)cn2)N1c1cccnc1 (stereo not drawn) | nt | -9 | nt | 0.9 | -13 | -6 | 9 | 11 | 1
CN1CCN(c2ccccc2NC(=O)c2ccc(-c3ccccc3)cc2)CC1 | -1 | 8 | 3 | 1.4 | -18 | -6 | 7 | 13 | 15
CCCc1nn2c(=O)c(C(c3ccc(C)cc3)c3c(O)nc4sc(CCC)nn4c3=O)c(O)nc2s1 | 10 | 7 | -13 | 1 | nt | -3 | -5 | -7 | -1
O=C(c1cc2c(ccc3ccccc32)o1)N1CCN(c2ncc(C(F)(F)F)cc2Cl)CC1 | 4 | 3 | -4 | 1.2 | 20 | -5 | -10 | 23 | -10
CSc1nc2ccc(NC(=O)CSc3nnc(N)s3)cc2s1 | -3 | -1 | 4 | 1.2 | 8 | -3 | 15 | 6 | -3
Cc1ccc(C(=O)OCC(=O)Nc2ccc3c(c2)OCO3)cc1S(=O)(=O)N1CCOCC1 | -11 | 7 | 14 | 0.9 | nt | -6 | 0 | 24 | -15
O=C(c1cccnc1)N1CCN(S(=O)(=O)c2ccc(Cl)cc2)CC1 | -11 | -13 | 12 | nt | nt | -2 | nt | nt | nt
CCC1S/C(=C(\C#N)C(=O)NCc2ccco2)N(c2ccc(Br)cc2)C1=O (stereo not drawn) | -9 | 0 | 6 | 1.4 | -5 | -7 | -1 | 7 | -1
N#CCC(=O)Nc1ncn(Cc2ccccc2Cl)n1 | -5 | 10 | 6 | 1 | -15 | -1 | 0 | 17 | 0
CC(=O)COc1ccc2c3c(c(=O)oc2c1)CCCC3 | -14 | 1 | 15 | 1.3 | 0 | -6 | 10 | 10 | 4
N#CCSc1nnc(-c2ccccc2O)n1Cc1ccccc1 | -7 | -2 | 8 | 1.2 | -4 | -5 | -12 | 13 | -4
COc1ccccc1N1CCN(c2ncnc3nc[nH]c23)CC1 | nt | nt | nt | 1.7 | -7 | nt | -1 | 12 | -2
O=C(Nc1ccc(Oc2cccc3ccccc23)cc1)c1ccco1 | -30 | 7 | 30 | 0.7 | 36 | -6 | -11 | 12 | -6
CCCCOc1ccc(C(=O)N2CCCC2C(=O)O)cc1 (stereo not drawn) | -5 | 3 | 5 | nt | nt | 1 | -12 | -7 | 4
Cc1cc(NC(=O)COC(=O)CCC(=O)c2ccc(F)cc2)no1 | 2 | -9 | -2 | 0.9 | nt | -5 | -2 | 5 | -1
c1ccc2oc(Cc3ccc(Cc4nc5ccccc5o4)cc3)nc2c1 | 13 | -4 | -10 | nt | nt | -6 | nt | nt | nt
CCOc1ccc(NC(=O)CN(c2ccc(OC)cc2)S(C)(=O)=O)cc1 | 0 | 1 | 1 | 1.1 | -3 | -5 | -10 | 0 | -6
Cc1nn(Cc2c(Cl)cccc2Cl)c(C)c1NC(=O)c1sc2ccccc2c1Cl | 17 | -12 | -15 | 1 | 11 | 0 | 5 | 13 | -13
CCC1SC(=NC(=O)c2ccc(Cl)c(Cl)c2)NC1=O (stereo not drawn) | -10 | -9 | 11 | 1.1 | 84 | -9 | 10 | 35* | -3
CC(=O)N(CN1C(=O)C2CC=CCC2C1=O)c1cccc(Cl)c1 (stereo not drawn) | 0 | 15 | 1 | 1.5 | 0 | -3 | -2 | -1 | 3
Cc1ccc(Cc2c(C)nc3nc(SCC(=O)NCc4ccco4)nn3c2C)cc1 | -11 | 14 | 10 | 1.1 | 6 | -5 | 6 | 7 | 2
CC(C)CC(=O)N(c1ccc(F)cc1)C1C=CS(=O)(=O)C1 (stereo not drawn) | -2 | 18 | 1 | 1.1 | 2 | -2 | 2 | -9 | -2
Cn1cnnc1SCCC(=O)Nc1ccc(Cl)cc1 | -5 | -6 | 7 | nt | nt | -2 | nt | nt | nt
NC(=O)c1nsc(C(=O)N(CCc2ccccc2)C(C(=O)NC2CCCC2)c2ccco2)c1N (stereo not drawn) | -7 | 9 | 10 | 1.1 | 6 | -2 | -5 | 9 | -3
COc1ccc(C(C(=O)NC(C)(C)C)N(C(=O)CNC(=O)c2cccs2)c2ccc(C(C)C)cc2)cc1OC (stereo not drawn) | -3 | -7 | 5 | 1.4 | nt | -4 | -7 | 2 | -5
CCOC(=O)c1nnn(-c2nc(OC)nc(N3CCCC3)n2)c1-c1ccccc1 | -4 | -34 | 6 | 1.1 | -10 | 1 | -3 | 22 | -3

The list goes on:
SMILES | sEH activator | S1P2 blocker | sEH inhibitor | PLAP activator | CD11b adhes inh | S1P2 ag | E coli WT exp | PostGolgi ctrl | PostGolgi yeast
O=C(Nc1ccc2c(c1)OCO2)Nc1ccc(Cl)cc1Cl | -74 | -4 | 74 | 0.8 | -43 | -4 | -8 | 5 | -6
CCCCOC(=O)C(C)Nc1n[nH]c(=S)[nH]c1=O (stereo not drawn) | 5 | 6 | -7 | nt | 0 | -5 | -1 | 10 | -6
Cc1sc(NC(=O)c2ccco2)nc1-c1ccc2c(c1)CC(C)N2C(=O)C1CC1 (stereo not drawn) | nt | nt | nt | 1.4 | 39 | nt | -10 | 33* | 3
CCn1c(SCC(=O)N2CCCCC2)nc2c(c1=O)SC(C)C2 (stereo not drawn) | nt | 12 | nt | 1.1 | -17 | -5 | -4 | 1 | 0
O=C(CCS(=O)(=O)c1cccc2nonc12)NCCc1ccccc1 | nt | nt | nt | 0.9 | -10 | nt | 8 | 5 | 12
CCn1c(COc2ccc(=O)n(-c3ccccc3)n2)nnc1SCc1cccc(OC)c1 | -5 | 9 | 4 | 0.9 | -2 | -1 | -6 | 7 | -5
O=C(COC(=O)c1n[nH]c2ccccc12)NC(=O)NC1CCCCC1 | nt | -12 | nt | 1.1 | -2 | -5 | -6 | 3 | -4
CCCSc1nc2c(c(=O)[nH]c(=O)n2C)n1CCc1ccccc1 | -7 | -10 | 5 | 0.9 | -5 | -4 | -10 | 17 | -4
Cc1ccc(/C=C/S(=O)(=O)N2CCC(C(=O)O)CC2)cc1 | 9 | -6 | -9 | 1 | 8 | -3 | -19 | 2 | 9
Cc1cc(C)nc(NS(=O)(=O)c2ccc(N3C(=O)C4CC=C(Cl)CC4C3=O)cc2)n1 (stereo not drawn) | -1 | 15 | 0 | 1.2 | -6 | -7 | -1 | -8 | -9
CC(c1ccccc1)n1cc(C(=O)NCC2COc3ccccc3O2)nn1 (stereo not drawn) | -7 | -4 | 4 | nt | nt | -2 | -10 | 4 | -3
COc1cccc(OC)c1-c1nnc(-c2cn(C)c3ccccc23)o1 | 4 | 4 | -4 | 0.9 | -10 | -1 | -8 | 11 | 8
CC(C)NC(=O)NS(=O)(=O)c1cnccc1NC1CC2CCC1C2 (stereo not drawn) | 1 | 0 | 1 | nt | nt | -1 | nt | nt | nt
CCN(c1ccc(NC(=O)CSc2nnc3nc(C)cc(C)n23)cc1)C(C)C | -9 | -8 | 4 | 1.6 | -5 | -5 | 15 | 8 | -4
Cc1ccc(C)c(NC(=S)NC(NC(=O)Cc2cccc3ccccc23)C(Cl)(Cl)Cl)c1 (stereo not drawn) | -4 | 18 | 7 | nt | -8 | 26* | -4 | 1 | -7
CC(C)=C1C(=O)NN(c2ccc(F)c(Cl)c2)C1=O | -2 | 2 | 2 | 1 | 0 | -3 | -6 | 10 | -9
COc1ccc(-n2c(SCC(=O)Nc3sc4c(c3C#N)CCCC4)nnc2-c2ccccc2OC)cc1 | 2 | -3 | 2 | nt | nt | -4 | nt | nt | nt
COc1cc(C2C(C#N)=C(N)Oc3c2oc(CO)cc3=O)ccc1OC(C)C (stereo not drawn) | nt | 18 | nt | 1.2 | 0 | 0 | -6 | 2 | -1
COc1ccc(NC(=O)C2CCN(C(=O)c3cccs3)CC2)cc1OC | -7 | 8 | 9 | 0.9 | 7 | -8 | -4 | 9 | -7
O=C1c2ccccc2C(Nc2ccc(S(=O)(=O)N3CCCCC3)cc2)N1c1ccccn1 (stereo not drawn) | -21 | -7 | 20 | nt | nt | -4 | nt | nt | nt
CCOC(=O)c1nc(C)[nH]c1C(=O)OCC | -5 | 4 | 4 | 1.1 | -3 | -3 | -2 | 10 | 2
COc1ccc(C2OC34CCCCC3C(C#N)(C#N)C2(C#N)C(=N)O4)cc1 (stereo not drawn) | 5 | -10 | -5 | 1 | 8 | 5 | -7 | 3 | 2
Cc1cccc(OCC(=O)N2CCN(C(=O)CCC3CCCC3)CC2)c1 | 2 | -6 | 0 | 1.6 | -1 | -3 | -2 | 11 | -11
CC(CCc1ccco1)NC(=O)c1cc2c(-c3ccccc3F)nn(C)c2s1 (stereo not drawn) | 12 | 5 | -14 | 1.6 | 2 | -4 | -10 | 10 | -5
COc1ccc(Cn2c(SCC(=O)NCc3ccco3)nc3ccsc3c2=O)cc1 | nt | -23 | nt | 1 | -6 | -6 | -19 | 6 | -7
Cc1c(NC(=O)C(C)Sc2ccc3ccccc3n2)c(=O)n(-c2ccccc2)n1C (stereo not drawn) | 5 | 2 | -7 | 1.4 | 5 | -6 | -4 | 23 | 11
O=C(C1CCCN(Cc2ccccc2)C1)N1CCCCC1 (stereo not drawn) | 7 | 4 | -7 | 1 | -34 | -2 | -5 | 2 | 0
COc1cccc(C2=NOC(C(=O)Nc3cc(OC)c(OC)c(OC)c3)C2)c1 (stereo not drawn) | -6 | -4 | 5 | 1 | -17 | -3 | -6 | 11 | -4
COc1ccc(C2/C(=C(/O)c3ccc(C)cc3)C(=O)C(=O)N2C)cc1 (stereo not drawn) | -14 | 9 | 16 | 0.9 | -21 | -6 | -14 | 5 | -2
Cc1cc(-c2nnco2)c(C)n1-c1ccc(F)cc1 | 0 | -8 | 1 | 0.9 | -18 | -1 | -1 | 20 | -4

In the list so far, these contain bromine.
SMILES | sEH activator | S1P2 blocker | sEH inhibitor | PLAP activator | CD11b adhes inh | S1P2 ag | E coli WT exp | PostGolgi ctrl | PostGolgi yeast
O=C(CSc1nc2c(c(=O)n1-c1ccc(Br)cc1)SCC2)NCC1CCCO1 (stereo not drawn) | 5 | 17 | -6 | nt | nt | -8 | -24 | 0 | -3
CCC1S/C(=C(\C#N)C(=O)NCc2ccco2)N(c2ccc(Br)cc2)C1=O (stereo not drawn) | -9 | 0 | 6 | 1.4 | -5 | -7 | -1 | 7 | -1

The list continues.
SMILES | sEH activator | S1P2 blocker | sEH inhibitor | PLAP activator | CD11b adhes inh | S1P2 ag | E coli WT exp | PostGolgi ctrl | PostGolgi yeast
CCOC(=O)c1ccc2nc(C)c(CCC(C)=O)c(Cl)c2c1 | 8 | -12 | -4 | 1.3 | nt | 12 | 8 | -3 | 12
O=C(O)c1ccc(-c2ccc(O)c(F)c2)cc1 | -8 | 4 | 8 | 1.2 | 0 | -5 | -13 | -3 | 1
COc1ccc(-c2cc(C(=O)N3CCOCC3)no2)cc1OC | -13 | 0 | 14 | 0.9 | -13 | -4 | -2 | -7 | 8
CN1C(=O)N(C)C2C1N(CN1CCCCC1)C(=O)N2CN1CCCCC1 (stereo not drawn) | -10 | 9 | 9 | 1 | 5 | -5 | 5 | 4 | 5
CCOc1ccc2nc(NC(=O)c3cnc(C)cn3)sc2c1 | 10 | 5 | -12 | 2.6* | -3 | -3 | -12 | -6 | -4
COc1ccccc1N1CCN(CC(=O)Nc2cc(F)ccc2C)CC1 | 6 | 0 | -7 | 1.5 | -5 | -8 | -1 | -1 | -3
C/C(N)=C(/C#N)C(=O)COC(=O)CSc1ccc2ccccc2c1 | -7 | -10 | 6 | 0.9 | -8 | -3 | 1 | 9 | -5

Rewritten with values under each structure: entries from further up.
Fields: sEH activator	S1P2 blocker	sEH inhibitor	PLAP activator	CD11b adhes inh	S1P2 ag	E coli WT exp	PostGolgi ctrl	PostGolgi yeast
> CN1C(=O)N(C)C2C1N(CN1CCCCC1)C(=O)N2CN1CCCCC1 (stereo not drawn)
 : -10	9	9	1	5	-5	5	4	5
> CCOc1ccc2nc(NC(=O)c3cnc(C)cn3)sc2c1
 : 10	5	-12	2.6*	-3	-3	-12	-6	-4
